KLK7 zymogen act: proKLK7 (human) activation, primary screen. P49862. purified proKLK7, EDANS-DABCYL substrate fluorescence; 100% is mature enzyme control, 0% vehicle. activation, % at 7 µM. actives 0.9% (n = 370,000). AID 652039;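 active = activation above the mean of all tested compounds plus 3 SD, computed per campaign excluding outliers beyond control limits, cut at about 13% in these data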
ASAP1 GAP inh: inhibitors of human ASAP1 ArfGAP activity. ASAP1-stimulated ARF1 GTP hydrolysis, GDP FP detection. inhibition, % at 16.5 µM. actives 0.19% (n = 360,000). AID 624377; in the data active = inhibition above about 25%;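 note: 0% = vehicle with enzyme and substrate and 100% = no enzyme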
ADAM10 inh: ADAM10 inhibition, QFRET primary screen | recombinant ADAM10, EDANS/DABCYL FRET peptide cleavage, 3 h | inhibition, % at 7 µM | actives 0.62% (n = 370,000) | O14672 | AID 720582;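 active = inhibition above a per-campaign cutoff equal to the mean of compounds falling between control-based bounds plus 3 SD, cut at about 20% in these data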;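 note: 0% = DMSO wells while the 100% control is not disclosed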
GAA850 FXN act: increases GAA850 frataxin promoter reporter activity; AID 540364; activation, % at 6 µM; HEK293 lucGAA850 FXN promoter luciferase reporter, 24 h; percent of 10 µM SAHA response; actives 0.56% (n = 360,000);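 active = activation above the average of all compounds screened plus 3 SD, cutoff fixed separately per campaign, cut at about 7.5% in these data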;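 note: 0% = DMSO wells and 100% = 10 µM SAHA wells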
sPLA2-III inh: Inhibits HGIII-sPLA2 liposome hydrolysis, primary screen; QFRET BODIPY PC-A2 liposome hydrolysis, fluorescence; inhibition, % at 12.2 µM; actives 0.56% (n = 370,000); AID 743126;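 active = inhibition above mean plus 3 SD of compounds lying within the high and low control bounds, cut at about 19% in these data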;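 note: 0% = median of test compound wells and 100% = no enzyme DMSO wells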
rCAG RNA binder: binds r(CAG) RNA repeats; actives 1.3% (n = 370,000); r(CAG) RNA repeat, TO-PRO-1 dye displacement fluorescence; inhibition, % at 3 µM;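 active = inhibition above the plate cutoff, the mean of all test compounds on that plate plus 3 SD, cut at about 35% in these data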;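 note: 0% = DMSO alone and 100% = 100 µM mitoxantrone as full dye displacement; higher means more dye released from RNA so lower well fluorescence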
NPR1 activator: GC-A (human) enzyme activation; HEK293 GC-A cells, cGMP TR-FRET, EC30 ANP; 0% at EC30 ANP, 100% saturating ANP; activation, % at 10 µM; actives 0.14% (n = 370,000); in the data active = activation above about 40%
ARFGAP1 inh: inhibitors of rat ARFGAP1; actives 0.26% (n = 360,000); inhibition, % at 16.5 µM; Arfgap1-stimulated ARF1 GTP hydrolysis, GDP FP detection; Q62848;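 active = inhibition above a per-plate limit, mean inhibition of low control wells plus 3 SD, cut at about 25% in these data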;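 note: 0% = DMSO wells with enzyme and 100% = wells lacking Arfgap1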
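System: truncated rat Arfgap1 GAP domain / Benchmarks: high control wells lacking Arfgap1, low control full reaction with DMSO / Times: compound-enzyme preincubation 20 min, reaction 120 min, detection 60 min, 25 °C / Repeats: one replicate per compound / Also added: human ARF1(Δ1-17)-GTP substrate / Measured by: Tracer-displacement fluorescence polarization with EDTA stop, 620/688 nm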
Tn6 DDE FP: inhibitors of Tn6 peptide binding to human fibrin DD(E). P02675. Fibrin DD(E) TRITC-Tn6 fluorescence polarization displacement. inhibition, % at 8.3 µM. actives 0.21% (n = 370,000);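 active = inhibition above a per-campaign cutoff: mean of compounds within control limits plus 3 SD, cut at about 15% in these data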;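 note: 0% = median of all compound wells on the plate and 100% = blocking peptide control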
NPR2 activator: GC-B (human) receptor activation; AID 1920062; activation, % at 10 µM; HEK293-GC-B cells, CNP EC30, cGMP TR-FRET; 0% at EC30 CNP, 100% saturating CNP; actives 0.11% (n = 370,000); P20594;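 active = activation at 10 µM reaching about 35% in either raw or pattern-adjusted values, limit read from the data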
Target sequence (P20594 whole entry, looked up): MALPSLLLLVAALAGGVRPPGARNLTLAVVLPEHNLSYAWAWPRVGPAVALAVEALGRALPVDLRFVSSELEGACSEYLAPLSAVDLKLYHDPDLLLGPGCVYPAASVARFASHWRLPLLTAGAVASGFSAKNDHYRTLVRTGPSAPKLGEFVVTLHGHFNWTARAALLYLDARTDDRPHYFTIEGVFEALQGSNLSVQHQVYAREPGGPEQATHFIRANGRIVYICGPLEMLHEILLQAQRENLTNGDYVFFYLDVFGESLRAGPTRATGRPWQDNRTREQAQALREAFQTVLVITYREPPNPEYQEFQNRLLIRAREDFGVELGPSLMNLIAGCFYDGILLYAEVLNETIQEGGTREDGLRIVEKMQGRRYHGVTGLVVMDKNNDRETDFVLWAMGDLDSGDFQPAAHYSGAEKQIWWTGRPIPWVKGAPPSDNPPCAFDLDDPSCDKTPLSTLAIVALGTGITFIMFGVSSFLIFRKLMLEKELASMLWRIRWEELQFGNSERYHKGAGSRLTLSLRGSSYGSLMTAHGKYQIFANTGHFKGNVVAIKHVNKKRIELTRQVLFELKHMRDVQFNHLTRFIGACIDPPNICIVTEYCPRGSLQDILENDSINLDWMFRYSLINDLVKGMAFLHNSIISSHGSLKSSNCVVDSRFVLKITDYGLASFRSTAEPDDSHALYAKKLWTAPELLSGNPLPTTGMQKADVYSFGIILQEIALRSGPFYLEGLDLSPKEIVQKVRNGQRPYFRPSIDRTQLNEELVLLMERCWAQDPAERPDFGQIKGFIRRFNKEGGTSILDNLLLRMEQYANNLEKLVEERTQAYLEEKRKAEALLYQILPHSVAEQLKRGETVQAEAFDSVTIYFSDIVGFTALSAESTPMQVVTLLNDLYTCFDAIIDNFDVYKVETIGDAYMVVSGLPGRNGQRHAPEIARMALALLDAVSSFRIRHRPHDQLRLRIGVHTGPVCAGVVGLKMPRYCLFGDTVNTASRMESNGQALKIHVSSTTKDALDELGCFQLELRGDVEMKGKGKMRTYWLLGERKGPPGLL
* marks the source's active call; other numbers are inactive results; i = inactive; / = no result given. The order is random; any-hit rate near 4.5%.

SMILES	KLK7 zymogen act	ASAP1 GAP inh	ADAM10 inh	GAA850 FXN act	sPLA2-III inh	rCAG RNA binder	NPR1 activator	ARFGAP1 inh	Tn6 DDE FP	NPR2 activator
CCOc1ccc(NS(=O)(=O)CC23CCC(CC2=O)C3(C)C)cc1 (stereo not given)	0.2	0	-2	0.1	-8	-7	3	5	3	-2
CCOC(=O)Cn1c(=O)n(Cc2ccc(OC)cc2)c(=O)c2cccnc21	0.1	-7	-4	4.5	3	-7	11	5	3	9
CN(C)C(=O)c1cc2cc([N+](=O)[O-])ccc2s1	0.1	12	-7	0.0	-1	-3	2	3	2	0
N#Cc1c(-c2cccs2)nc(SCC(=O)c2cccs2)[nH]c1=O	-0.2	-6	2	0.1	-89	79*	7	-13	-3	3
NC(=O)CSc1nnc(-c2ccc([N+](=O)[O-])cc2)o1	0.2	-12	0	-0.7	0	0	1	-1	2	0
Cc1cc(C)c2c(n1)SCC(=O)N2CC(=O)NCCC1=CCCCC1	0.1	-10	-21	-0.9	11	1	-1	-4	-3	3
COc1ccccc1CNC(=O)c1ccccc1N(C)S(C)(=O)=O	-0.7	5	8	-0.1	13	-2	-2	-11	5	3
Cc1cc(C)c(C(O)c2ncc(-c3cccc4ccccc34)[nH]2)c(C)c1 (stereo not given)	-0.9	-1	-86	-1.1	-12	1	-3	8	0	0
COc1ccc(CNC(=O)c2ccc[nH]2)cc1Cl	-0.4	1	-6	2.5	-2	0	2	3	-4	3
NC(=O)C(c1ccccc1)c1ncc(C(F)(F)F)cc1Cl (stereo not given)	0.2	10	-3	2.8	2	4	4	3	-9	1
Cn1c(=O)c2cc(S(=O)(=O)NCCC(=O)Nc3ccc(Cl)cc3)ccc2n(C)c1=O	0.4	-10	1	-2.4	-12	7	-6	9	1	1
O=C(COC(=O)c1sc2cc(F)ccc2c1Cl)Nc1ncc(Cl)cc1Cl	-0.5	1	6	-1.0	6	7	1	8	-3	-4
NS(=O)(=O)c1ccc(CNC(=O)c2cc(-c3cccs3)nc3ccccc23)cc1	-101	6	i	-1.3	-11	18	-2	-2	0	-2
C=CCn1c(SCCN2CCCC2)nc2c([nH]c3ccccc32)c1=O	0.6	10	-3	5.0	-2	3	-26	17	7	-16
Cc1ccccc1C(=O)N1CCC(C(=O)Nc2cc(C(F)(F)F)ccc2N2CCCC2)CC1	0.3	0	1	-8.0	-4	-6	-1	-4	-4	1
COc1ccc(NC(=O)CN(C)CC(=O)Nc2ccc(N3CCOCC3)cc2)c([N+](=O)[O-])c1	0.7	-3	-5	-0.4	2	-4	-1	4	-7	0
Cc1cccc(NC(=O)COC(=O)c2ccccn2)c1	-0.5	5	4	0.7	5	4	2	-1	5	3
COc1cccc(/C=C/C(=O)OCC(=O)c2c[nH]c3ccccc23)c1	-1.8	8	-27	-0.1	-22	9	-1	-4	-4	-2
Cc1ccccc1-n1cnc2c(sc3nc(N4CCOCC4)c4c(c32)CCCC4)c1=O	-11	-2	-22	0.2	8	6	19	11	-8	17
COc1ccc2nc(N3C(=O)CNC3=S)sc2c1	0.8	-3	4	5.2	-9	3	2	-9	5	-1
c1ccc(CCc2nc(-c3ccccn3)no2)cc1	-0.9	-10	1	3.5	8	-3	4	-9	6	-1
Cc1ccc(F)c(S(=O)(=O)NC(=O)C2(C)CCN2C(=O)Cc2ccccc2Cl)c1 (stereo not given)	0.3	5	-12	-1.7	-3	8	3	16	0	0
Cc1cccc(NC(=O)c2ccc3nccnc3c2)c1C	-0.4	-2	-3	0.9	3	0	3	-6	0	6
COC(=O)CCC(=O)Nc1ccccc1C(N)=O	-0.1	-5	-3	-1.2	3	-2	-2	6	-1	10
N#CC1=C2SCN(Cc3ccco3)CN2C(=O)CC1c1ccc(Cl)cc1 (stereo not given)	0.0	1	-3	0.5	-2	24	1	5	2	2
O=C([C@@H]1CCCN1C(=O)c1cccs1)N1CCN(S(=O)(=O)c2ccccc2F)CC1	-0.9	9	3	-0.5	-6	0	-2	4	3	1
O=C(CN1CCN(c2cccc(C(F)(F)F)c2)CC1)NCc1ccccc1	-0.3	2	15	0.6	6	-8	5	8	-5	3
C[C@H]1[C@@H](OC(=O)NCc2cccnc2)CC[C@@]23CCCN2C(=O)CCC[C@@H]13	/	/	-3	/	5	/	0	/	-11	-5
Cc1cccc(Cn2c(-c3ccc[nH]c3=O)nc3ccccc32)c1	5.8	10	i	2.0	-3	-6	-6	14	-8	-3
Cn1c(N)c(C(=O)COC(=O)CNC(=O)c2ccc(Cl)cc2Cl)c(=O)n(C)c1=O	-0.1	-5	-3	1.7	-6	0	11	-14	-4	0
Cc1cccc(Nc2nc(NCCO)nc(N3CCCC3)n2)c1	0.6	20	1	1.6	-4	-5	1	-16	-2	2
CC(C)CSc1nnc2[nH]c(=O)cc(N)n12	0.2	5	2	3.7	0	1	8	-15	2	-1
O=C(NCc1ccc(Cl)cc1)C1CCN(C(=O)Cc2ccccc2)CC1	0.4	4	0	-0.2	3	-2	2	2	-1	2
Cc1cccc(C)c1NC(=S)N1CCCN(C)CC1	-0.8	-11	-4	0.1	11	-2	2	11	-2	-2
CCN(CC(=O)Nc1c(F)cccc1F)C(=O)c1cc(C)oc1C	0.4	2	-3	0.3	-7	-1	2	-14	3	2
NS(=O)(=O)c1ccc(NC(=S)NCc2cccs2)cc1	-0.9	3	11	0.1	-6	1	5	-1	0	-2
O=C(O)C1CCN(C(=O)c2ccccc2Cl)CC1	0.5	-1	-2	-0.8	7	-1	0	2	5	7
CCOc1ccc(CC(=O)Nc2sc(Cc3ccccc3)cc2C(N)=O)cc1OCC	0.7	3	5	-2.4	0	1	10	9	5	5
FC(F)(F)c1ccc(Cl)c(-n2c(-c3ccco3)n[nH]c2=S)c1	0.4	1	-6	-0.3	9	4	0	-1	5	1
COCCCN1C(=O)C(=O)/C(=C(/O)c2ccc(OC)cc2)C1c1cccc(OC)c1 (stereo not given)	0.1	-2	-15	0.9	0	9	-1	-2	1	-3

Some of these compounds in order of the KLK7 zymogen act value, falling.
| Molecule | KLK7 zymogen act | ASAP1 GAP inh | ADAM10 inh | sPLA2-III inh | NPR1 activator | ARFGAP1 inh | Tn6 DDE FP | NPR2 activator |
| --- | --- | --- | --- | --- | --- | --- | --- | --- |
| FC(F)(F)c1ccc(Cl)c(-n2c(-c3ccco3)n[nH]c2=S)c1 | 0.4 | 1 | -6 | 9 | 0 | -1 | 5 | 1 |
| Cc1cccc(C)c1NC(=S)N1CCCN(C)CC1 | -0.8 | -11 | -4 | 11 | 2 | 11 | -2 | -2 |
| NS(=O)(=O)c1ccc(NC(=S)NCc2cccs2)cc1 | -0.9 | 3 | 11 | -6 | 5 | -1 | 0 | -2 |

Next part:
SMILES	KLK7 zymogen act	ASAP1 GAP inh	ADAM10 inh	GAA850 FXN act	sPLA2-III inh	rCAG RNA binder	NPR1 activator	ARFGAP1 inh	Tn6 DDE FP	NPR2 activator
CCN1CCN(C(=O)Nc2ccc(Cc3ccc(NC(=O)N4CCN(CC)CC4)cc3)cc2)CC1	-0.4	5	-7	-1.0	9	-9	0	10	5	1
CCCOc1cccc(-c2cc(-c3n[nH]c(=S)n3CC)c3ccccc3n2)c1	0.7	11	4	1.7	-10	27	-9	4	1	-5
COC(=O)c1cc(-c2ccc(F)cc2OCc2ccccc2)c(=O)n2c1CCC2	0.3	/	2	/	2	0	-2	/	-8	3
Cc1ccc(Cn2cc(SCC(=O)Nc3nccs3)c3ccccc32)cc1	1.0	-6	-8	1.0	5	5	0	-5	0	5
O=C(NC1CCCCC1)c1ccc2c(=O)n(CC3CCCO3)c(=O)[nH]c2c1 (stereo not given)	-0.9	8	-14	0.1	5	-2	0	-2	0	3
CCCCCNC(=O)C(c1ccc(OC)cc1)n1c(=O)c(-c2ccco2)nc2ccccc21 (stereo not given)	-0.6	3	-46	/	1	32	-7	1	0	-1
CCN1C(=O)C(=O)N(CC(=O)Nc2ccccc2Oc2ccccc2)C1=O	0.1	3	3	3.3	4	5	2	-16	-2	-2
O=C(c1cccc(F)c1)N1CCN(C(=O)c2cc3nc(-c4ccco4)cc(C(F)(F)F)n3n2)CC1	-5.7	-3	-57	3.5	0	6	6	3	2	6
COc1ccc(C2/C(=C(/O)c3ccccc3)C(=O)C(=O)N2CCCN2CCOCC2)cc1 (stereo not given)	-0.3	7	0	2.7	13	3	0	2	8	4
O=C(COC(=O)C1CCN(S(=O)(=O)c2cccc3cccnc23)CC1)c1ccccc1	-1.1	-19	14	0.3	1	3	1	0	-1	5
Cn1nc(-c2ccccc2)cc1NC(=O)CCCC(=O)O	0.5	2	-7	-0.7	7	-2	4	0	-6	3
Oc1ccc(-c2nnc(Nc3ccccc3)c3ccccc23)cc1	-0.3	10	-4	-1.1	0	-1	-1	5	0	-1
Cc1sc2c(c1C)c(=O)n(-c1ccc(F)cc1)c(=O)n2CC(=O)NCc1ccco1	-0.5	3	-4	-1.5	8	0	1	-5	-3	6
CSc1nc(-c2ccccc2)cn1-c1ccc(NC(C)=O)cc1	0.7	-10	0	6.3	-2	0	-3	-4	-3	-2
O=C(CCSCc1ccccc1F)NCCc1ccccc1	0.2	-9	5	0.4	0	-6	-1	10	-4	1
Cc1ccc[n+](Cc2ccc([N+](=O)[O-])cc2)c1	-0.6	-5	0	2.5	3	-1	-1	6	-4	0
CCOc1ccc(OCC)c(NC(=O)CC2Oc3ccc(C)cc3NC2=O)c1 (stereo not given)	-0.1	12	-12	-0.8	-4	1	-7	6	0	-7
O=C(O)c1ccc(Nc2nc(-c3ccc([N+](=O)[O-])cc3)nc3ccccc23)cc1	0.0	3	5	0.1	-4	13	-1	14	4	-4
Cc1nn(C)c(C)c1S(=O)(=O)Nc1ccc2c(c1)OCO2	0.1	6	-4	3.0	0	0	-2	5	-7	1
O=C(CCN1C(=O)c2cccc3cccc(c23)C1=O)NCc1cccnc1	2.4	2	-353	1.7	2	2	2	5	1	-1
CCC[C@H]1[C@@H](OC(=O)NCc2ccc(C(F)(F)F)cc2)CC[C@@]23CCCN2C(=O)CCC[C@@H]13	/	/	1	/	-8	/	-21	/	-1	-20
O=C(c1ccc(-c2ccc(Cl)cc2)o1)N1CCN(S(=O)(=O)c2cccs2)CC1	-0.7	17	-11	0.3	-3	7	-1	3	-2	2
O=C(Nc1nnc(CCc2ccccc2)s1)c1cccs1	-0.2	3	8	4.2	4	1	-1	-3	-1	-2
CCc1ccccc1-n1c(-c2ccncc2)n[nH]c1=S	-0.7	-1	14	-0.3	9	2	4	-8	-5	0
O=C(O)CCNS(=O)(=O)c1ccccc1C(F)(F)F	-0.6	-3	-6	-0.6	4	-1	1	4	-4	0
COc1ccc([N+](=O)[O-])cc1NC(=S)NC(NC(C)=O)C(Cl)(Cl)Cl (stereo not given)	0.1	1	5	0.8	9	12	-3	11	5	-4
CCOc1ccc(CCNC(=O)c2cccnc2N2CCCC2)cc1OCC	0.1	0	-19	1.7	11	0	1	1	-5	10
CCC(=O)N(c1ccccc1)C1CCN(C(=O)C(Cc2ccccc2)NC(C)=O)CC1 (stereo not given)	0.0	/	-9	/	5	-1	-1	/	-3	3
O=C(Cn1cnc2ccccc21)Nc1cccc([N+](=O)[O-])c1	-0.3	-8	-3	1.0	0	5	-1	2	15	3

Assay outcomes as filed in PubChem.
